RGS4 inhibitor – Inhibitors of Regulator of G Protein Signaling (RGS) 4: qHTS. Transcreener GDP fluorescence polarization, RGS4-accelerated GTP hydrolysis. Potency, µM (highest dose often 114 µM), for inactives: top-dose activity change, negative = inhibition, hits mostly inhibitors. 390,000 compounds, 0.039% hits; further: potency means the concentration at half of the fitted maximal effect; on the % scale 0 is the no-effect control and ±100 the full control effect; nearly all actives have a fitted effect of over 75% in size; some results filed as inactive show a strong effect at the top dose
Target sequence (P49798 whole entry, looked up): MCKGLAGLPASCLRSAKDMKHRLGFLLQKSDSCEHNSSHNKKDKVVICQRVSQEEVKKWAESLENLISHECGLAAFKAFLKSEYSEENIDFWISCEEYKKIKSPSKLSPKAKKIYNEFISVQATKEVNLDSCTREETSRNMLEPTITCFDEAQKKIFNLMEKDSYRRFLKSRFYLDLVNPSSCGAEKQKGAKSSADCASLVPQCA
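MLSMR compounds (23 nl, pin-transferred) preincubated 10 min at room temperature with a 500nM (2x) first reagent, then RGS4 at 900nM (2x) plus Transcreener GDP mix added; fluorescence polarization (620/688 nm) read before and after 90 min at 30 °C.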
ERG Ets-DNA blk – qHTS for Small Molecule Inhibitors of the ERG Ets/DNA interaction; Transcriptional regulator ERG (Homo sapiens), P11308; fluorescence polarization, His-ERG Ets domain / labelled DNA; Potency, µM (series often up to 76.9 µM), for inactives: top-dose FP activity, negative = inhibition, hits mostly inhibitors; 370,000 compounds, 0.028% hits; active means well fitted inhibition curve with a large enough effect in the polarisation, with a control signal flat; inconclusive means small, poorly fitted or top-dose-only effect, or effect the other way, or a change in a side signal; inactive means no such curve, though single readings can be large or run the other way; the % refers to the polarisation;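 further: polarization taken with two DNA probes labelled with fluorescein and Texas red; potency means the concentration at half of the fitted maximal effect; % of control where 0% means no effect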
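His-tagged ERG Ets domain (1 uM in the protein solution; 300mM KCl, 50mM Tris-HCl, 1mM EDTA, 1mM DTT, pH 7.5) received compound, then a probe mix of 5 nM fluorescein-DNA and 100nM Texas-615-DNA. Fluorescence polarization was read for both dyes.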
Pol kappa inh – qHTS for Inhibitors of Polymerase Kappa. DNA polymerase kappa (Homo sapiens), Q9UBT6. purified Pol kappa, fluorescent DNA synthesis assay, 10 min. Potency, µM (titrated, usually from 107 µM), without a hit: at the highest dose activity, negative = inhibition, usual class: inhibitors. 400,000 compounds, 0.53% hits. AID 588579, 2011; further: potency means the concentration at half of the fitted maximal effect; on the % scale 0 is the no-effect control and ±100 the full control effect
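Kinetic fluorescence readout at 0 and 10 min followed reaction start with substrate at 50 nM final. Beforehand, enzyme (10 nM Pol kappa) stood 15 min with compound at room temperature; buffer-only wells were negative controls.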
APEX1 inh – qHTS Assay for Inhibitors of the Human Apurinic/apyrimidinic Endonuclease 1 (APE1) | DNA repair nuclease/redox regulator APEX1 (Homo sapiens), P27695 | recombinant APE1, TAMRA/BHQ-2 abasic DNA cleavage fluorescence | Potency, µM (series often up to 65.8 µM), without a hit: at the highest dose activity change, negative = inhibition, usual class: inhibitors | 350,000 compounds, 0.35% hits | AID 2517, 2012;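 further: potency means the concentration at half of the fitted maximal effect; plate controls were vehicle for no effect and reference inhibitor for full effect; nearly all actives have a fitted effect of over 55% in size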
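Kinetic fluorescence read (525 ex/598 em nm, three reads 60 s apart) of AP-site incision; signal = third minus first read. Enzyme 0.75 nM, dual-labelled THF duplex 50 nM, compound preincubation 15 min RT.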
POLB inh – qHTS Assay for Inhibitors of DNA Polymerase Beta. P06746. Potency, µM (titrated, usually from 114 µM), for the others: at the highest dose activity change, negative = inhibition, hits mostly inhibitors. Pol beta primer extension/strand displacement, fluorescence kinetic. 340,000 compounds, 1.3% hits; further: potency means the concentration at half of the fitted maximal effect; on the % scale 0 is the no-effect control and ±100 the full control effect
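Homogeneous kinetic assay of primer extension and strand displacement by 10 nM Pol beta, preincubated 15 min at room temperature with compound before 50 nM substrate (final) was added. Read at 0 and 10 min; four-parameter Hill fit.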
ALOX12 inh – Primary qHTS assay for inhibitors of human arachidonate 12S-lipoxygenase (ALOX12): Round 2. Polyunsaturated fatty acid lipoxygenase ALOX12 (Homo sapiens), P18054. AID 1671190, 2021. 580,000 compounds, 1.1% hits. purified 12hLO, xylenol orange hydroperoxide absorbance. Potency, µM (top dose mostly 108 µM), for inactives: at the top dose activity change, negative = inhibition, most hits filed as inhibitors; further: potency means the concentration at half of the fitted maximal effect; on the % scale 0 is the no-effect control and ±100 the full control effect
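Hydroperoxide product was detected by ferrous iron/xylenol orange as the 573 to 405 nm absorbance ratio. Arachidonic acid at 40 uM (final) was turned over for 30 min at room temperature by 150 nM human 12hLO, pH 7.0 Hepes buffer, after 15 min compound preincubation.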
POLH inh – qHTS for Inhibitors of Polymerase Eta. Potency, µM (doses to about 114 µM), for inactives: at the top dose activity change, negative = inhibition, hits mostly inhibitors. recombinant Pol eta, fluorescent DNA replication assay. DNA polymerase eta (Homo sapiens), Q9Y253. AID 588591, 2011. 390,000 compounds, 1.2% hits; further: potency means the concentration at half of the fitted maximal effect; on the % scale 0 is the no-effect control and ±100 the full control effect
Target sequence (Q9Y253 whole entry, looked up): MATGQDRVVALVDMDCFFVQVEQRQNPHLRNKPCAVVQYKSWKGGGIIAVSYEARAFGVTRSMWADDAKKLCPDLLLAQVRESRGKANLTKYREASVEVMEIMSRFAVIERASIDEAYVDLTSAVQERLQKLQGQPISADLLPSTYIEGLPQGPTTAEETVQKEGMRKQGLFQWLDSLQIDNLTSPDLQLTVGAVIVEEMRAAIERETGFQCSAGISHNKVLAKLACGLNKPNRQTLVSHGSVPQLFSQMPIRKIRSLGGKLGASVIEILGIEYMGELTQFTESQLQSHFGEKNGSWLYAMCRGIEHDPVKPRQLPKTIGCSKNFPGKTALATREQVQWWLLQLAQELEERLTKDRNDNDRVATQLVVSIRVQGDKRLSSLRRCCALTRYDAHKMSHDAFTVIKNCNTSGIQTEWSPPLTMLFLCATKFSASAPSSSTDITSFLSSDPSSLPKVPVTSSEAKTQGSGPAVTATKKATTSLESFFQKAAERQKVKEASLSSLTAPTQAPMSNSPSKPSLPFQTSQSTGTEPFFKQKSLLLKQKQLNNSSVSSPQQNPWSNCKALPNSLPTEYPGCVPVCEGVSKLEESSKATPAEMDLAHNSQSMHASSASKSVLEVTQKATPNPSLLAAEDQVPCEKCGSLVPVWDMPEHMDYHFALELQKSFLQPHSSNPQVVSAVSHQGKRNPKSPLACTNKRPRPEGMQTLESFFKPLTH
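Pol eta at 10 nM preincubated with compounds 15 min at room temperature; reaction started with fluorescent substrate (50 nM final) and read kinetically at 0 and 10 min.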
LDHA block – qHTS assay for inhibitors of human lactate dehydrogenase; L-lactate dehydrogenase A chain (Homo sapiens), P00338; purified LDHA, NADH/diaphorase-resazurin fluorescence; stronger effect = lower value; activity change, % (values are at about 110 or 230 µM); 480,000 compounds, 0.15% hits; in the data active means activity change below about -30%; inconclusive means mostly about -25% to -30%;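 further: plate controls were DMSO wells for no effect and wells without enzyme for full effect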
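LDH5 2 nM; NADH 0.06 mM, pyruvate 0.2 mM; 200 mM Tris pH 7.4, EDTA, Tween-20; 5 min RT. Detection: diaphorase 0.133 mg/mL + resazurin 37 µM, fluorescence ex540/em590 at 0 and 20 min; normalized to enzyme-free and DMSO wells.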
Anesthetic bind – qHTS Assay for Identification of Novel General Anesthetics. 350,000 compounds, 0.074% hits. Ferritin light chain (Equus caballus), P02791. apoferritin/1-aminoanthracene competitive binding, fluorescence. Potency, µM (series often up to 77.5 µM), for the others: at the highest dose activity change, negative = displacement, actives largely listed as inhibitors; further: potency means the concentration at half of the fitted maximal effect; on the % scale 0 is the no-effect control and ±100 the full control effect; nearly all actives have a fitted effect of over 20% in size
Target sequence (P02791 2-175 limits assumed): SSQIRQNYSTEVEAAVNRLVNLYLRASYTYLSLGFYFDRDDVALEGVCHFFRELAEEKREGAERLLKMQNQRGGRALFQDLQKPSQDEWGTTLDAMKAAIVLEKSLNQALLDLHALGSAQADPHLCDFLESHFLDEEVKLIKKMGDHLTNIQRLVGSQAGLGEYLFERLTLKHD
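Horse-spleen apoferritin (10 uM) was mixed with 50% saturated 1-aminoanthracene in PBS, exposed to compounds for 10 min at room temperature, and read for fluorescence (ex 380 nm, em 535 nm). Competitive displacement was fitted with a four-parameter Hill equation.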
* marks the source's active call; other numbers are inactive results; [ ] = another dose, or the depositor's remark. Unless noted, the call rests on the fitted dose curve; in most records, active means well fitted curve in the direction sought with a large enough effect; inconclusive means small, poorly fitted or top-dose-only effect, or another doubt; inactive means no such curve, though single readings can be large; an effect the other way counts as inactive or inconclusive.

What do the screens show for `Cn1ccc(/C=N/N=C2/NC(=O)CS2)n1`?
RGS4 inhibitor: -24.3%; ERG Ets-DNA blk: 2.8%; Pol kappa inh: -5.8%; APEX1 inh: -0.3%; POLB inh: 20.0%; ALOX12 inh: 0.0%; POLH inh: -8.4%; LDHA block: -2.3; Anesthetic bind: -4.3%

How did Cc1ccc(C)c(Cc2c(C)nc3c(C(=O)NCc4ccc5c(c4)OCO5)cnn3c2C)c1 do in these assays?
APEX1 inh: -0.7%; POLB inh: 24.3%; ALOX12 inh: inconclusive; Anesthetic bind: inconclusive

Results for Cc1ccc(-c2nc3c(c(=O)c4ccccc4n3C)c(=O)n2-c2ccccc2)cc1 ?
RGS4 inhibitor: -18.3%; ERG Ets-DNA blk: 7.9%; Pol kappa inh: -15.5%; APEX1 inh: 15.0%; POLB inh: 24.9%; ALOX12 inh: -1.8%; POLH inh: -16.5%; LDHA block: 0.4; Anesthetic bind: -10.0%

Results for CC1=C(C(=O)N2CCCC(C(=O)c3cccc4ccccc34)C2)OCCO1 (centres undefined) ?
RGS4 inhibitor: 4.5%; ERG Ets-DNA blk: -7.9%; Pol kappa inh: 10.4%; APEX1 inh: -7.0%; POLB inh: 14.7%; ALOX12 inh: 14.7%; POLH inh: -18.1%; LDHA block: -5.4; Anesthetic bind: -13.1%

What do the screens show for `CC(=O)c1cccc(NC(=S)NC(=O)C(C)C)c1`?
RGS4 inhibitor: -4.0%; Pol kappa inh: 4.4%[60.1 µM]; APEX1 inh: -0.9%; POLB inh: 0.8%; ALOX12 inh: 20.8%; POLH inh: -2.6%; LDHA block: -11.0; Anesthetic bind: -11.6%

Results for O=C(CCCOc1ccccc1)Nc1ccc(Br)cc1 ?
RGS4 inhibitor: 4.8%; ERG Ets-DNA blk: -0.4%; Pol kappa inh: -3.7%; ALOX12 inh: inconclusive; POLH inh: -10.8%; LDHA block: -1.3

What do the screens show for `O=C(Nc1ccccc1C(F)(F)F)c1cc2nc(-c3ccccc3)cc(-c3ccccc3)n2n1`?
RGS4 inhibitor: 11.2%; ERG Ets-DNA blk: -2.5%; Pol kappa inh: -8.6%; POLB inh: -11.9%; ALOX12 inh: -24.6%; POLH inh: -9.7%; LDHA block: -8.8; Anesthetic bind: -9.5%

How did Cc1cccc(CN2CCN(Cc3cccc(-n4cccn4)c3)CC2CCO)n1 (centres undefined) do in these assays?
RGS4 inhibitor: 9.3%; ERG Ets-DNA blk: 3.8%; Pol kappa inh: -5.6%; APEX1 inh: -1.7%; POLB inh: 0.8%; ALOX12 inh: -7.6%; POLH inh: -3.9%; LDHA block: -5.5; Anesthetic bind: -6.3%

What do the screens show for `Cc1ccc(/C=N/n2cnnc2)s1`?
RGS4 inhibitor: -17.3%; ERG Ets-DNA blk: 3.3%; Pol kappa inh: 2.5%; APEX1 inh: -1.6%; POLB inh: 4.1%; ALOX12 inh: -21.1%; POLH inh: -2.0%; LDHA block: 0.0; Anesthetic bind: -13.9%

How did COCCNC(=S)N(CCCN(C)C)Cc1cc2cc3c(cc2[nH]c1=O)OCCO3 do in these assays?
RGS4 inhibitor: -9.9%; ERG Ets-DNA blk: 6.3%; Pol kappa inh: 2.5%; APEX1 inh: -8.7%; POLB inh: 2.1%; ALOX12 inh: -47.3%; POLH inh: -16.9%; LDHA block: -2.7; Anesthetic bind: -5.0%

Results for COc1ccc(-c2ccc(SCC(=O)NC3CCCCC3)nn2)cc1OC ?
RGS4 inhibitor: 16.2%; ERG Ets-DNA blk: -1.9%; Pol kappa inh: -12.6%; APEX1 inh: -10.6%; POLB inh: 9.0%; ALOX12 inh: -16.4%; POLH inh: 0.8%; LDHA block: -3.7; Anesthetic bind: 1.1%

How did FC(F)(F)c1ccc(C2NCCc3sccc32)cc1 (centres undefined) do in these assays?
RGS4 inhibitor: 9.4%; ERG Ets-DNA blk: 5.3%; Pol kappa inh: 8.4%; APEX1 inh: 7.7%; POLB inh: -8.2%; ALOX12 inh: -8.3%; POLH inh: -16.2%; LDHA block: 0.8; Anesthetic bind: inconclusive

Results for O=C(COc1ccc(S(=O)(=O)NC2CCCC2)cc1)N1CCCCC1 ?
RGS4 inhibitor: 14.5%; ERG Ets-DNA blk: -5.2%; Pol kappa inh: -11.8%; APEX1 inh: 2.4%; POLB inh: 26.7%; ALOX12 inh: -13.9%; POLH inh: -6.7%; LDHA block: -6.9; Anesthetic bind: -5.6%

What do the screens show for `CCOc1ccc(-n2nnnc2SCC(=O)NNC(=O)c2ccco2)cc1`?
RGS4 inhibitor: inconclusive; ERG Ets-DNA blk: -3.5%; Pol kappa inh: -1.9%; APEX1 inh: 5.8%; POLB inh: 3.2%; ALOX12 inh: -8.8%; POLH inh: -2.1%; LDHA block: -4.3; Anesthetic bind: -1.7%

What do the screens show for `CCOC(=O)c1c(/N=C/C2C(=O)CC(C)(C)CC2=O)sc2c1CCCC2`?
RGS4 inhibitor: 6.2%; ERG Ets-DNA blk: 2.4%; Pol kappa inh: -1.2%; APEX1 inh: 10.4%; POLB inh: 63.8%; ALOX12 inh: -10.9%; POLH inh: -11.3%; LDHA block: -13.6; Anesthetic bind: -7.6%

How did CC1CCN(S(=O)(=O)c2ccc(C(=O)NCc3ccco3)cc2)CC1 do in these assays?
RGS4 inhibitor: 6.0%; ERG Ets-DNA blk: 13.7%; Pol kappa inh: -2.3%; APEX1 inh: 1.1%; POLB inh: 0.5%; ALOX12 inh: 1.3%; POLH inh: -18.7%; LDHA block: -3.3; Anesthetic bind: -0.9%

Results for COc1ccc(NC2c3ccccc3C(=O)N2Cc2ccco2)cc1OC (centres undefined) ?
RGS4 inhibitor: 3.2%; ERG Ets-DNA blk: -2.7%; Pol kappa inh: -16.7%; APEX1 inh: 0.5%; POLB inh: -23.6%; ALOX12 inh: -8.2%; POLH inh: -6.9%; LDHA block: -2.6; Anesthetic bind: -8.3%

Results for CCOc1ccccc1-c1cc(-c2ccccc2)nc2c1c(=O)n(C)c(=O)n2C ?
RGS4 inhibitor: -21.0%; ERG Ets-DNA blk: -2.8%; Pol kappa inh: -14.6%; APEX1 inh: -4.1%; POLB inh: 29.5%; ALOX12 inh: -17.6%; POLH inh: -5.5%; LDHA block: -3.6; Anesthetic bind: -12.2%

Results for CCCCCNc1nc2ccccc2nc1NS(=O)(=O)c1cccs1 ?
RGS4 inhibitor: 11.2%; ERG Ets-DNA blk: -3.5%; Pol kappa inh: -5.9%; APEX1 inh: -4.7%; POLB inh: 8.2%; ALOX12 inh: 3.2%; POLH inh: -0.3%; LDHA block: -7.7; Anesthetic bind: -16.5%

What do the screens show for `COCCCNC(=O)C1CCN(C(=O)Nc2ccc(Cl)cc2)CC1`?
RGS4 inhibitor: -38.8%; ERG Ets-DNA blk: 2.1%; Pol kappa inh: -8.9%; APEX1 inh: -0.3%; POLB inh: 1.7%; ALOX12 inh: 0.0%; POLH inh: -5.7%; LDHA block: 0.0; Anesthetic bind: 2.1%

What do the screens show for `COc1ccc(N(CC(=O)N2CCN(c3ccc(Cl)cc3)CC2)S(=O)(=O)c2c(C)noc2C)cc1`?
RGS4 inhibitor: 18.2%; ERG Ets-DNA blk: 2.0%; Pol kappa inh: -11.2%; APEX1 inh: 5.0%; POLB inh: -19.3%; ALOX12 inh: 10.0%; POLH inh: -11.5%; LDHA block: 0.5; Anesthetic bind: -8.5%

How did COc1ccc(/C=N/NC(=O)c2nc(-c3ccccc3)cc(-c3ccccc3)n2)cc1OC do in these assays?
RGS4 inhibitor: -15.8%; ERG Ets-DNA blk: 0.6%; Pol kappa inh: -11.5%; APEX1 inh: 17.3%; POLB inh: 0.4%; ALOX12 inh: inactive; POLH inh: inconclusive; LDHA block: -1.2; Anesthetic bind: 9.7%

How did Cc1ccc(N(CC(=O)NCc2cccs2)S(=O)(=O)c2cccs2)cc1 do in these assays?
RGS4 inhibitor: -18.0%; ERG Ets-DNA blk: 4.0%; Pol kappa inh: 5.3%; APEX1 inh: 3.0%; POLB inh: 1.1%; ALOX12 inh: -12.4%; POLH inh: -14.5%; LDHA block: -6.4; Anesthetic bind: -17.3%

How did COC(=O)c1cc(NC(=O)CCc2c(C)nc3c(c(C)nn3C(C)(C)C)c2C)cc(C(=O)OC)c1 do in these assays?
RGS4 inhibitor: -2.1%; ERG Ets-DNA blk: 1.1%; Pol kappa inh: -19.3%; POLB inh: -13.3%; ALOX12 inh: -11.6%; POLH inh: inconclusive; LDHA block: -6.0; Anesthetic bind: -9.6%

Bioassay records as filed in PubChem.

A portion of the library; rates above refer to the full screens.
